Assay outcomes deposited in PubChem by several laboratories.
BoNT F protease = inhibitors of Botulinum neurotoxin F light chain protease. Multiplex microsphere protease cleavage assay, flow cytometry. inhibition, % at 10 µM. 360,000 tested, 0.22% active; in the data active = inhibition above about 35%, passing the limit was not always enough; note: plate controls were buffer without enzyme for full effect and enzyme alone for no effect
GDH-TPI counter = counter-screen for M. tuberculosis FBA inhibitors: GDH-TPI coupled enzymes. GDH-TPI coupled enzyme counterscreen, NADH absorbance. inhibition, % at 4.8 µM. 360,000 tested, 1.2% active; in the data active = inhibition above about 30%;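 note: 0% = DMSO wells and 100% = wells lacking the enzyme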
MazF activator = increases E. coli MazEF RNase cleavage of RNA. P0AE70. FAM/BHQ RNA-DNA oligo cleavage fluorescence, 5 h. activation, % at 20 µM. 350,000 tested, 0.32% active; in the data active = activation above about 50%
Target sequence (P0AE70 whole entry, looked up): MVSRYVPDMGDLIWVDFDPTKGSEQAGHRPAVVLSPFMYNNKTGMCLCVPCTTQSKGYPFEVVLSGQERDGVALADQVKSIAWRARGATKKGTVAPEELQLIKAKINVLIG
Mtb UGM inh = Mtb UDP-galactopyranose mutase inhibition | P9WIQ1 | purified UGM, fluorescence polarization probe displacement | inhibition, % at 10 µM | 320,000 tested, 0.06% active; in the data active = inhibition above about 10%, passing the limit was not always enough
Target sequence (P9WIQ1 whole entry, looked up): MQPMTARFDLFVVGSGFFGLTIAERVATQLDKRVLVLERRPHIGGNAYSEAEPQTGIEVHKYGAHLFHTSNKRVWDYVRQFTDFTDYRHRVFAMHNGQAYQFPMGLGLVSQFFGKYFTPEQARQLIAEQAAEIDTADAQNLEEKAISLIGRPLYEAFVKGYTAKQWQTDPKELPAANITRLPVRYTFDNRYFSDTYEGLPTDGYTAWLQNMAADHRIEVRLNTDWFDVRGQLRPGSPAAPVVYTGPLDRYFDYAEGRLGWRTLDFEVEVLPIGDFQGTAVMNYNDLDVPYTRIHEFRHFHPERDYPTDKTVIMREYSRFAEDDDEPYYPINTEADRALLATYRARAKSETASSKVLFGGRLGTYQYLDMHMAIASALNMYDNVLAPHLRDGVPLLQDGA
FBA Mtb inh = inhibitors of M. tuberculosis fructose-bisphosphate aldolase. P9WQA3. purified M. tuberculosis FBA, fluorescence read-out. inhibition, % at 1 µM. 360,000 tested, 2.3% active. AID 588726; in the data active = inhibition above about 27%;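 note: 0% = vehicle and 100% = reference inhibitor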
Mtb BioA inh = inhibitors of Mycobacterium tuberculosis BioA enzyme; 360,000 tested, 0.096% active; inhibition, % at 9.99 µM; purified M. tuberculosis BioA enzyme, plate reader; in the data active = inhibition above about 40%
PrPC surface inh = cell surface PrPC inhibition, primary TR-FRET screen; TR-FRET read-out; inhibition, % at 13.8 µM; 370,000 tested, 0.43% active; AID 720596; in the data active = inhibition above about 24%; note: 0% = median of the test wells and 100% = reference compound wells
Rv3671c protease = inhibitors of M. tuberculosis serine protease Rv3671c. inhibition, % at 5.96 µM. 320,000 tested, 0.048% active. P9WHR9; in the data active = inhibition above about 38%;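 note: extracellular domain of Rv3671c used as enzyme; 0% = enzyme with DMSO and 100% = no enzyme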
Target sequence (P9WHR9 whole entry, looked up, the tested form may be a part): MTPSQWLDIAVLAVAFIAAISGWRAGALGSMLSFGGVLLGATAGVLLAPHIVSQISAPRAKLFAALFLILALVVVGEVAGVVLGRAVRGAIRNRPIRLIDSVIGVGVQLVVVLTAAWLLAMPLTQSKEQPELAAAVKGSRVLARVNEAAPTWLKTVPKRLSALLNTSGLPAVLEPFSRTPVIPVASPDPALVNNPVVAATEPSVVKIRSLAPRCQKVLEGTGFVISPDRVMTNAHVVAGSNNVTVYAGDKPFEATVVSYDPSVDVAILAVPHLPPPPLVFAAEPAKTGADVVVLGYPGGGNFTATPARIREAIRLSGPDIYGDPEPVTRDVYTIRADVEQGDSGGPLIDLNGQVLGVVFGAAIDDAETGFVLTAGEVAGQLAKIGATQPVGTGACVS
FadD28 FP inh = blocks FadD28 binding to the bisubstrate probe; fluorescence polarization; inhibition, % at 12.5 µM; 360,000 tested, 0.22% active; AID 588549; in the data active = inhibition above about 8.5%, passing the limit was not always enough
Numbers without * were called inactive; x = not tested or not shown. Not a hit list; 4.8% or so of the library scored in one or more.

SMILES	BoNT F protease	GDH-TPI counter	MazF activator	Mtb UGM inh	FBA Mtb inh	Mtb BioA inh	PrPC surface inh	Rv3671c protease	FadD28 FP inh
Cc1nn(CC(=O)N2CCN(C34CC5CC(CC(C5)C3)C4)CC2)c(C)c1[N+](=O)[O-]	9	0	9	-0.5	0	2.6	3	-1	-2.0
Cc1ccc(NC(=S)N(CCN(C)C)Cc2cc3cc(C)cc(C)c3[nH]c2=O)cc1	-3	11	8	1.4	1	x	3	10	-1.6
COc1cc(C)ccc1OCCCCNCc1ccccc1	21	4	10	0.3	-1	-2.6	-2	4	-1.2
N=C1C(=O)OCC1c1ccccc1NC(=O)c1ccc(F)cc1 (stereo unspecified)	-2	7	5	0.2	2	x	3	2	-3.3
Cc1cc(OCC(C)C)ccc1/C(O)=C1/C(=O)C(=O)N(Cc2cccnc2)C1c1ccncc1 (stereo unspecified)	4	21	7	3.0	-5	-1.9	35*	3	-0.4
N/C(Cc1ccc(Cl)cc1)=N\OC(=O)CCc1ccccc1	12	-3	-3	x	-4	1.1	5	x	-3.7
O=C(Nc1ccc(F)cc1F)NC1CCN(S(=O)(=O)c2ccc(F)cc2)CC1	-4	5	5	0.5	2	x	14	-2	-1.9
CC1Oc2ccccc2N(CC(=O)c2cccc(Cl)c2)C1=O (stereo unspecified)	13	6	-4	-1.5	-2	-3.9	3	4	-4.9
Cc1nn2c(N3CCN(c4ccccn4)CC3)cc(C(C)C)nc2c1-c1ccccc1	x	0	6	x	1	0.7	-6	x	0.1
COc1ccc(NC(=O)CCN2CCN(C/C=C/c3ccccc3)CC2)cc1	3	-7	4	1.7	1	-0.4	-9	0	-1.8
O=c1c2ccccc2c(-c2ccccc2)nn1-c1ccccc1	4	10	1	1.3	4	-0.7	0	-3	-3.9
Cc1ccc(NC(=O)c2ccc(Cn3cc([N+](=O)[O-])cn3)cc2)c(C)c1	-11	8	4	0.7	1	1.7	-7	4	-0.2
O=c1sc2ccccc2c(N2CCOCC2)c1[N+](=O)[O-]	-11	-5	0	4.1	-4	-1.1	-2	0	-4.3
CCN(CC(=O)NCc1ccc(Cl)cc1)C(=O)CSCC(=O)Nc1ccc(OC)cc1	4	-13	4	-1.1	-1	-0.3	8	0	-0.6
O=C(CSc1nc2c(cnn2-c2ccc(F)cc2)c(=O)[nH]1)N1CCCCCC1	2	0	0	-3.3	3	0.1	-2	3	-2.9
S=c1[nH]nc(-c2ccc(Cl)cc2Cl)n1Cc1ccccc1	-1	-4	-19	-3.0	0	x	-3	2	-1.4
CCn1ccnc1CN(C)Cc1nc(-c2cccc(Cl)c2)no1	-2	-2	0	-2.2	-2	x	-2	6	-1.3
Cc1ccc(C(=O)OC(C)C(=O)NC(C)CCc2ccccc2)o1 (stereo unspecified)	5	9	-3	-0.2	0	1.6	-2	-9	-3.4
CCN1CCCC1CNC(=O)C1c2ccccc2C(=O)N(CCOC)C1c1ccc(F)cc1 (stereo unspecified)	11	7	-11	-1.9	-3	0.0	2	-15	-1.1
COc1ccc(CN(C)C(=O)COC(=O)c2ccc3c(c2)OCO3)cc1OC	-5	15	0	0.8	2	x	3	-2	0.8

A draw from above in order of SMILES length, ascending.
SMILES	BoNT F protease	GDH-TPI counter	MazF activator	Mtb UGM inh	FBA Mtb inh	Mtb BioA inh	PrPC surface inh	Rv3671c protease	FadD28 FP inh
CC1Oc2ccccc2N(CC(=O)c2cccc(Cl)c2)C1=O (stereo unspecified)	13	6	-4	-1.5	-2	-3.9	3	4	-4.9
COc1ccc(CN(C)C(=O)COC(=O)c2ccc3c(c2)OCO3)cc1OC	-5	15	0	0.8	2	x	3	-2	0.8
Cc1ccc(NC(=O)c2ccc(Cn3cc([N+](=O)[O-])cn3)cc2)c(C)c1	-11	8	4	0.7	1	1.7	-7	4	-0.2

The listing continues.
SMILES	BoNT F protease	GDH-TPI counter	MazF activator	Mtb UGM inh	FBA Mtb inh	Mtb BioA inh	PrPC surface inh	Rv3671c protease	FadD28 FP inh
COc1cc(SC)ccc1C(=O)Nc1ccc(Br)cn1	-15	18	-3	1.4	1	-1.7	-7	4	-1.7
CCN(CC)C(=O)CSc1nnc(-c2ccccc2)n1N	-4	-2	9	1.9	1	-0.9	1	-7	-4.4
O=C(N/N=C/c1cc(Br)ccc1OC(=O)c1ccc(Br)cc1)c1ccncc1	5	5	4	1.0	0	1.1	-7	28	0.2
O=C(CSc1nnc(C2CC2)n1-c1ccccc1)NC1CCS(=O)(=O)C1 (stereo unspecified)	7	15	-1	-0.6	4	-0.5	4	0	-2.5
CC(NC(=O)c1ccc2c(c1)OCO2)c1ccccc1 (stereo unspecified)	-5	0	-27	-1.0	-2	-0.8	-1	1	0.6
Cn1c(CC(=O)Nc2ccccc2F)nnc1SCC(=O)N1CCOCC1	0	-5	0	-2.7	-2	0.3	0	0	-4.9
O=C(CCNc1cc(Cl)cc(Cl)c1)c1cccs1	-9	12	-11	-0.1	2	-0.1	3	0	-6.9
O=C(Cn1ccc(NC(=O)OCc2ccccc2)nc1=O)NCCCN1CCCC1=O	-3	11	2	3.2	3	-1.1	0	-5	-0.5
COc1ccc(CNc2ccccc2)cc1Br	-8	-3	2	-0.4	0	0.6	-1	5	-1.3
C#CCOCCOCCOCCNc1nc(N2CCN(C(=O)[C@H]([C@@H](C)CC)n3cc([C@@H](N)CO)nn3)CC2)nc(N2CCN(C(=O)[C@H](Cc3ccc(O)cc3)n3cc([C@@H](N)C(C)CC)nn3)CC2)n1 (stereo partly specified)	-14	20	8	-3.4	5	-6.6	x	9	1.5
CN(CC1CCCN(CCc2ccc(F)cc2)C1)C(=O)CCC(N)=O (stereo unspecified)	27	-1	-1	-1.1	0	-0.8	-4	-7	-2.2
O=C(c1ccccc1F)N(Cc1ccc2c(c1)OCO2)Cc1cc2cc3c(cc2n2nnnc12)OCO3	0	4	-14	0.3	0	1.1	-1	-10	-1.7
CCOc1cc(Br)cc(C(c2c(C(=O)O)[nH]c3ccccc23)c2c(C(=O)O)[nH]c3ccccc23)c1O	-9	16	-15	3.2	1	2.7	5	6	33*
Cc1cc(NC(=O)c2ccco2)ccc1-n1cnnn1	-1	1	5	2.2	-15	-2.2	2	5	-4.4
CC(=O)NS(=O)(=O)c1ccc2c(c1)Cc1cc(S(=O)(=O)NC(C)=O)ccc1-2	x	10	3	-1.8	4	-0.4	-4	-1	-0.1
CC1=CC(=NOC(=O)c2cccc([N+](=O)[O-])c2)C=C(C)C1=O	-18	7	17	2.0	-6	x	-17	0	0.7
COc1ccccc1C(=O)NCC(=O)N/N=C/c1cc(Br)ccc1OC(=O)/C=C\c1ccco1	-5	22	-11	3.0	-4	x	7	-10	-1.2
Cc1ccc2nc(NC(=O)CNS(=O)(=O)c3ccc(Br)s3)sc2c1	5	9	-1	3.0	4	-1.6	-3	1	0.7
Cc1ccc(C2C(C(=O)c3ccco3)=C(O)C(=O)N2c2nnc(C)s2)cc1 (stereo unspecified)	-14	13	22	1.6	-4	2.1	9	2	-3.1
COc1cccc(CC(=O)N(C)C2CCCN(Cc3ccccc3F)C2)c1 (stereo unspecified)	8	0	5	-0.1	0	-0.2	9	0	0.5
CCOc1ccc(NC(=O)C(=O)N/N=C/c2ccccc2F)cc1	4	-3	-23	1.4	-1	x	0	6	-3.6
CCc1ccccc1OCCCCCNCCO	-3	3	-3	-2.8	3	1.6	-2	5	-3.8
CCN(c1ccc(F)cc1)S(=O)(=O)c1cccc2nsnc12	-4	2	-11	-0.9	1	0.7	-18	3	4.9
Cc1ccc(NC(=S)N(CCN(C)C)C(C)c2ccco2)cc1C (stereo unspecified)	2	-2	4	-0.2	-4	1.3	-3	5	-1.1
CCOC(=O)C1CN(C(C)(C)C)C(=O)C1=O (stereo unspecified)	-14	13	0	-2.0	1	x	-2	5	-1.3
CC(=O)N1CCN(C(=O)c2ccc(-c3cccc(C(F)(F)F)c3)o2)CC1	2	7	4	-0.3	0	-0.2	-4	1	-1.1
CN(c1ccccc1C(=O)NCc1ccco1)S(C)(=O)=O	-14	1	6	0.7	-2	x	-5	2	1.6
CC12CN3CCN(C1)CC(C)(C3)C2=NO	-10	-2	4	1.8	1	0.2	0	4	-0.1
CC1CCC(NC(=O)COc2ccc(C(=O)c3ccccc3)cc2)CC1 (stereo unspecified)	6	10	7	2.3	0	x	10	-8	-2.5
CCOc1ccc(-n2c(C)c(C(C)=O)c3cc(OCC(N)=O)ccc32)cc1	-5	-5	3	-0.6	2	x	-1	-6	-1.2
Cc1cccc2nc(CNC(=O)C3CCC(=O)N(Cc4ccccc4F)C3)cn12 (stereo unspecified)	4	2	4	0.2	4	-1.2	-7	-4	x
CC(=O)Nc1ccc(NC(=O)C2CC(=O)Nc3nc4ccccc4n32)cc1 (stereo unspecified)	-4	-2	2	0.7	1	-1.2	1	3	-1.7
Cc1c(CC(=O)NCCC(=O)O)c(=O)oc2cc3oc4c(c3cc12)CCCC4	-10	16	-2	0.0	9	0.4	1	2	-2.9
CC(C)=CCC/C(C)=C/CN(CC(C)O)CC(C)O (stereo unspecified)	-1	1	2	-1.9	4	0.1	0	-3	-1.3
Cc1ccc(N(CC(=O)Nc2ccc(Br)c(C)c2)S(=O)(=O)c2c(C)[nH]c(=O)[nH]c2=O)cc1	0	1	-3	-0.9	1	5.7	6	-13	-4.3
COc1cccc(CN(C)C(=O)Cc2c[nH]c3ccccc23)c1	8	0	-12	-3.7	1	-2.0	-5	-1	-1.1
COc1cccc(C(=O)Nc2nnc(S(=O)(=O)N(C)Cc3ccc(F)cc3)s2)c1	2	26	13	-0.6	5	1.6	12	-16	-3.0
COc1ccccc1CNC(=O)COC(=O)Cc1ccsc1	2	-5	12	x	5	x	1	x	-0.4
COc1cnc(-c2ccccn2)nc1Sc1c(Cl)cccc1Cl	5	18	3	-0.9	-2	-3.2	7	4	-1.5
COCCNC(=O)C(c1ccc(Cl)cc1)N(CCOC)C(=O)CCC(=O)Nc1ccccn1 (stereo unspecified)	-9	3	4	-4.5	-2	0.4	-5	0	-3.7
COc1ccc(OCCOC(=O)c2cc(S(=O)(=O)N3CCOCC3)c(Cl)cc2Cl)cc1	2	9	-18	1.0	7	-2.0	9	3	-0.1
S=c1[nH]nc(C23CC4CC(CC(C4)C2)C3)n1Cc1ccco1	-2	-12	2	-1.4	1	0.8	10	-4	-3.3
O=C(CN1CCN(Cc2ccccc2)CC1)Nc1cccc(Cl)c1Cl	-6	5	6	x	0	1.1	-8	x	-0.9
Cc1ccn2cc(CCNC(=O)COc3ccccc3)nc2c1	-5	-6	3	-0.9	35*	x	-8	2	0.0
CC(SCc1ccccc1)C(=O)NC1CCCC1 (stereo unspecified)	-1	-2	-4	2.6	0	1.7	-1	-10	-0.7
COc1ccccc1NC(=O)c1[nH]c(C)c(C(C)=O)c1C	-3	-5	-2	x	-2	-1.7	-3	-10	-5.5
COc1ccc(NC(=O)N2CCCC(CCC(=O)N(C)CCc3ccccn3)C2)cc1 (stereo unspecified)	-1	4	6	-2.0	-1	x	4	7	0.2
COC(=O)c1sccc1NC(=S)N1CCC(C(N)=O)CC1	-5	5	4	5.1	-2	x	7	-7	0.3
NS(=O)(=O)c1cccn1-c1ncc(C(F)(F)F)cc1Cl	-6	5	6	1.0	2	-6.0	-4	7	0.0
COc1ccccc1C(=O)Nc1nc2ccc(S(C)(=O)=O)cc2s1	-3	21	-8	1.4	3	0.0	-2	-10	-2.2
O=C(OCc1ccccc1)C1CCCN1C(=O)c1cccs1 (stereo unspecified)	0	1	1	-1.7	3	0.3	9	1	-3.1
CCOC(=O)CSC(CC)C(=O)Nc1nnc(CC)s1 (stereo unspecified)	9	-14	0	0.5	-5	-0.1	-2	6	-3.8

Some values from the list.
Mtb UGM inh result of `CC1=CC(=NOC(=O)c2cccc([N+](=O)[O-])c2)C=C(C)C1=O` → 2.0
Mtb BioA inh result of `COc1ccccc1C(=O)Nc1nc2ccc(S(C)(=O)=O)cc2s1` → 0.0
Mtb BioA inh result of `CC(=O)N1CCN(C(=O)c2ccc(-c3cccc(C(F)(F)F)c3)o2)CC1` → -0.2
FadD28 FP inh result of `Cc1ccc(NC(=S)N(CCN(C)C)C(C)c2ccco2)cc1C` (stereo unspecified) → -1.1
PrPC surface inh result of `O=c1sc2ccccc2c(N2CCOCC2)c1[N+](=O)[O-]` → -2
MazF activator result of `COc1cccc(CN(C)C(=O)Cc2c[nH]c3ccccc23)c1` → -12
FadD28 FP inh result of `CCN(CC(=O)NCc1ccc(Cl)cc1)C(=O)CSCC(=O)Nc1ccc(OC)cc1` → -0.6
